GPR151 activ – activates the human receptor GPR151. PathHunter beta-arrestin GPR151 cells, luminescence. activation, % at 11.2 µM. 650,000 tested, 1% active; in the data active = activation above about 4.9%;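 also: 0% = median of compound wells and 100% = cells with positive control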
TEAD-YAP block – TEAD-YAP interaction inhibition; HEK-TIYL cells, TEAD-Gal4/YAP UAS-luciferase luminescence; inhibition, % at 9.12 µM; 640,000 tested, 1.4% active; AID 1259422; in the data active = inhibition above about 32%;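 also: 0% = median of test compound wells and 100% = reference inhibitor wells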
MITF primary – human MITF inhibition, primary screen; 650,000 tested, 0.91% active; inhibition, % at 2.6 µM; AlphaScreen MITF homodimerization, bead proximity signal; in the data active = inhibition above about 50%;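 also: 0% = vehicle wells with protein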
FBW7 activator – human FBW7 E3 ligase activation, primary screen; normalized activity (activation), % at 26.1 µM; 650,000 tested, 0.13% active; AlphaScreen FBW7–phospho-cyclin E peptide binding, activator screen; in the data active = normalized activity above about 1.9%;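 also: purified mutant Fbw7 with reduced substrate affinity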
Target sequence (Q969H0 whole entry, looked up): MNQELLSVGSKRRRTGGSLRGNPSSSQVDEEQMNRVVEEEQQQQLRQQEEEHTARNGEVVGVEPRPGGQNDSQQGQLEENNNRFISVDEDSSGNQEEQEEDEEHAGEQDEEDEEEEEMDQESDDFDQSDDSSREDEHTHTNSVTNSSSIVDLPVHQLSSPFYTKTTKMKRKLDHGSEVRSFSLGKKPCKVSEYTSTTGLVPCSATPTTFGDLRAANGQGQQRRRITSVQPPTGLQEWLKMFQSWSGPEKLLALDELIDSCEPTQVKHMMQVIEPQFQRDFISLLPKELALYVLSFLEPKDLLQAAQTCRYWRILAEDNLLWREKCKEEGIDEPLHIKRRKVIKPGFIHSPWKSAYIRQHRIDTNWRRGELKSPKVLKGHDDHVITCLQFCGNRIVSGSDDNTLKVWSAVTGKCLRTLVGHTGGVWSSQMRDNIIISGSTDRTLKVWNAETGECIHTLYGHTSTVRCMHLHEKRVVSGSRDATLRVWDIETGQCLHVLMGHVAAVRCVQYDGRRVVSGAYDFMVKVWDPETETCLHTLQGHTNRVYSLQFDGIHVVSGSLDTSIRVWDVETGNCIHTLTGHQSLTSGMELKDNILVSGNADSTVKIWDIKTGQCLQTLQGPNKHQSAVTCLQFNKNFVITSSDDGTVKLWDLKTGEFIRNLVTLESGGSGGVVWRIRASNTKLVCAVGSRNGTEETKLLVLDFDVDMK
* marks the source's active call; other numbers are inactive results; . = not tested or not shown; & = joins results of further samples. Compounds as they come; overall some 3.4% were active at least once.

Sequence of screens: GPR151 activ | TEAD-YAP block | MITF primary | FBW7 activator
> Cc1ccc(CCNCc2c(C(=O)O)[nH]c3ccccc23)cc1
  -1.0 | -2 | 8 | 0.0
> CC/C=C\C/C=C\C=C\[C@@H](O)C/C=C\C/C=C\CCCC(=O)O
  -2.1 | . | 7 | .
> CC(=O)OCC1OC2OC(C)(C)OC2C2OC(C)(C)OC12 (centres undefined)
  -0.1 | 6 | 0 | 0.1
> O=C(COC(=O)c1cccc(N2C(=O)c3ccccc3C2=O)c1)NC(=O)NC1CCCCC1
  0.2 | -6 | -2 | -0.1
> COc1ccc(CCN2C(=S)NC3c4ccccc4OC2(C)C3C(=O)N(C)C)cc1OC (centres undefined)
  1.1 | 6 | -1 | -0.1
> COc1cc2c(cc1OC)CN(S(C)(=O)=O)CC2
  -0.6 | -4 | 22 | 0.8
> COC(=O)c1ccc(OCC2c3cc(OC)c(OC)cc3CCN2C(=O)c2ccc3c(c2)OCO3)cc1 (centres undefined)
  -2.0 | -8 | 5 | 0.5
> COC(=O)CSc1nnc(CNC(=O)c2cccc(F)c2)n1C
  5.2* | -27 | -3 | 0.5
> Cc1ccc(-c2noc(CNC(=O)COc3ccc(C)cc3C)n2)cc1
  1.5 | 1 | -7 | -0.2
> CCN1CCN(C(=O)c2ccccc2N(C)S(=O)(=O)c2ccc(C)cc2)CC1
  1.4 | 6 | -9 | -0.1
> Cc1nn2c(C(F)(F)F)cc(-c3ccccc3)nc2c1-c1ccccc1
  -1.9 | 4 | 0 | 0.1
> CCc1ccc2nc(Cl)c(CN(CCOC)C(C)=O)cc2c1
  0.8 | 3 | -4 | 0.0
> c1cncc(CN2CCN(Cc3ccc4c(c3)OCO4)CC2)c1
  1.8 | 3 | 41 | -0.1
> Cc1ccccc1CNC(=O)Nc1ccc(Cl)cc1
  -0.6 | -42 | 5 | -0.1
> COc1ccccc1OC(C)C(=O)Nc1c(C)n(C)n(-c2ccccc2)c1=O (centres undefined)
  6.7* | 13 | 9 | 0.4

(further entries)
Sequence of screens: GPR151 activ | TEAD-YAP block | MITF primary | FBW7 activator
> Cc1ccccc1NC(=O)C1CCCN1C(=O)Oc1ccccc1 (centres undefined)
  -0.2 | 5 | -8 | -0.1
> CCn1c(/C=C/c2ccc(OC)cc2)nc2ccccc21
  -8.5 | 72* | -7 | 0.2
> CCn1c(=O)cc(SCC(=O)N2CCOCC2)c2ccccc21
  -0.3 | -2 | 7 | -0.4
> COc1ccc(CCCOC(Cn2ccnc2)c2ccc(OC)cc2)cc1 (centres undefined)
  -0.3&0.5 | . | 1&-16 | 0.4
> CS(=O)(=O)c1ccc2c(c1)CC(c1nc3ccc(-c4ccncc4)cc3[nH]1)CO2 (centres undefined)
  -2.2 | -2 | 32 | 0.1
> COc1ccc(S(=O)(=O)N2CCSC2c2ccc3c4c(cccc24)CC3)cc1 (centres undefined)
  -0.8 | 1 | 0 | 0.1
> Cc1nc2ncnn2c(NC2CCCC2)c1C
  0.9 | -2 | -19 | 0.7
> O=C(CSc1nnnn1-c1ccccc1F)Nc1nccs1
  -0.3 | 7 | -3 | -0.3
> CS(=O)(=O)CCC(C(=O)N1CCCCC1)N1Cc2ccccc2C1=O (centres undefined)
  -1.2 | 0 | -3 | 0.0
> N#Cc1c2c(c(NCCN3CCCCCC3)n3c1nc1ccccc13)CCC2
  2.2 | -8 | 12 | 0.1
> Cc1ccc2oc(=O)c3cnn(CC(=O)N(C)Cc4ccccc4)c3c2c1
  0.7 | 7 | -13 | -0.1
> O=C(CN1C2=NCCCN2c2ccccc21)c1ccc2c(c1)OCO2
  -0.1 | 7 | -3 | 0.1
> O=C(NCCn1nc(-c2cccs2)ccc1=O)c1cccs1
  0.0 | -52 | -6 | 0.1
> O=C(O)C(CO)Nc1ncnc2ccccc12 (centres undefined)
  -0.5 | 0 | 18 | 0.0
> O=C(O)c1cc(-c2ccc(Cl)cc2)nc2ccccc12
  0.8 | -1 | 3 | -0.1

Ordered by molar mass (ascending): part of the list above
Sequence of screens: GPR151 activ | TEAD-YAP block | MITF primary | FBW7 activator
> CCn1c(=O)cc(SCC(=O)N2CCOCC2)c2ccccc21
  -0.3 | -2 | 7 | -0.4
> N#Cc1c2c(c(NCCN3CCCCCC3)n3c1nc1ccccc13)CCC2
  2.2 | -8 | 12 | 0.1
> COc1ccc(S(=O)(=O)N2CCSC2c2ccc3c4c(cccc24)CC3)cc1 (centres undefined)
  -0.8 | 1 | 0 | 0.1

Further records:
Sequence of screens: GPR151 activ | TEAD-YAP block | MITF primary | FBW7 activator
> O=C(NCc1ccccn1)c1cnn2c(C(F)(F)F)cc(-c3cccs3)nc12
  -1.3 | -11 | 3 | -0.3
> CCOc1ccc(-c2cnc(NCc3ccc(F)cc3)n2C)cc1
  -0.2 | 1 | 39 | -0.2
> CCCCc1ccc(C2=N/C(=C\c3cccc(Cl)c3Cl)C(=O)O2)cc1
  2.4 | -2 | 6 | 0.1
> Cc1ccccc1CSCC(=O)NC1CC1
  0.3 | -16 | -17 | -0.1
> CC1CCCCC1NC(=O)NC1CC(=O)N(c2ccc(F)cc2)C1 (centres undefined)
  -0.9 | -3 | 9 | -0.1
> NC(=O)c1c(NC(=O)Cc2ccc(Cl)cc2)sc2c1CCCCC2
  1.5 | 1 | 0 | -0.1
> O=C(NCc1ccccc1)c1ccc2nc(N3CCN(c4ccccn4)CC3)sc2c1
  -0.7 | -23 | 4 | 0.2
> C=CCN1C(=O)C(CC(=O)O)SC1=Nc1cccc([N+](=O)[O-])c1 (centres undefined)
  2.9 | -1 | 0 | 0.0
> O=C1NC(=O)C(CCCc2ccccc2)(C2CCN(C(=O)C3=CCCCC3)CC2)N1 (centres undefined)
  -1.2 | 1 | -19 | 0.0
> CC(=O)N(Cc1ccc(C)cc1)Cc1cc2cc3c(cc2[nH]c1=O)OCCO3
  1.0 | -5 | 25 | 0.1
> Cc1cc(-c2ccccc2)nc2cc(C(=O)Nc3ccc(Cl)cc3)nn12
  0.2 | -6 | -12 | 0.7
> COc1ccc(C(=O)CSc2nc(C)cc(=O)[nH]2)cc1[N+](=O)[O-]
  1.6 | 11 | 5 | 0.0
> Cc1cc2nn(-c3ccccc3)nc2cc1NC(=O)Cc1ccc(Cl)cc1
  0.1 | -22 | 0 | 0.2
> O=C(CSc1nnc(-c2c[nH]c3ccccc23)o1)NC1CCCCC1
  0.1 | 2 | -4 | -0.1
> CCOC(=O)Cn1nc(-c2ccccc2)c2cnc3cc4c(cc3c21)OCO4
  0.1 | -4 | -4 | -0.2

Additional entries
Sequence of screens: GPR151 activ | TEAD-YAP block | MITF primary | FBW7 activator
> CC1CCCCC1N1CC(=O)N(Cc2ccc(F)cc2)C(c2ccc(Cl)cc2)C1=O (centres undefined)
  0.7 | -6 | -16 | -0.1
> COc1ccccc1C1=N/C(=C\c2c(F)cccc2Cl)C(=O)O1
  -0.1 | -4 | 1 | -0.1
> COCCOC(=O)C1=C(C)NC2=C(C(=O)CCC2)C1c1ccc(Cl)c([N+](=O)[O-])c1 (centres undefined)
  0.5&-0.2 | -7&-7 | 47&-5 | -0.2&0.0
> CN(Cc1ccoc1)Cc1cccc(OC2CCN(C(=O)Cn3cncn3)CC2)c1
  0.6 | -8 | -1 | 0.0
> O=C(Cn1ccc([N+](=O)[O-])n1)Nc1ccc(I)cc1
  -0.8 | 6 | 2 | -0.1
> COc1ccc(-n2nc3c(c2NC(=O)c2ccccc2Cl)CSC3)cc1
  0.4 | 9 | 0 | 0.3
> CCC(C)(C)n1nnnc1C(c1cc2cc3c(cc2[nH]c1=O)OCO3)N1CCCC1 (centres undefined)
  -0.2 | -2 | -1 | 0.0
> CC(C)OP(=O)(O)CC(=O)Nc1nc2ccc(Cl)cc2s1
  0.4 | 0 | 8 | -0.1
> Cc1ccc(NC(=O)C(=O)N2CCCCC2)cc1C
  -0.9 | -60 | 8 | 0.2
> COc1cccc(OCCNC(=O)Nc2cc(F)c(F)cc2Cl)c1
  -1.1 | -2 | 0 | 0.1
> CC(C)C(=O)NC(C)c1nnc2n1CCN(Cc1ccc(-c3ccco3)cc1)CC2 (centres undefined)
  -0.6 | 6 | 8 | 0.8
> CSc1ccc2ccccc2[n+]1C
  0.4 | 6 | 5 | 0.0
> COC(=O)c1cc(CNC(=O)C2Cc3ccccc3O2)cc(NC(=O)c2cc(C)nn2C)c1 (centres undefined)
  2.7 | -7 | -1 | 0.2
> COc1cc(CC(C)NN2CCOCC2)ccc1O (centres undefined)
  -0.8 | -1 | 2 | -0.1
> CC1=CC(C)C2C(=O)N(CCCN(C)C)C(=O)C2C1 (centres undefined)
  1.4 | 1 | 17 | 0.0

Other compounds.
SMILES	GPR151 activ	TEAD-YAP block	MITF primary	FBW7 activator
O=C(c1cc(F)c(F)cc1Cl)n1cccn1	0.7	-2	-3	0.2
COc1ccc(-c2cc(C(F)(F)F)n3nc(C(=O)Nc4cc(Oc5ccccc5)cc([N+](=O)[O-])c4)cc3n2)cc1OC	0.5	-3	-5	-0.1
CN(CCCNC(=O)c1ccc(CNc2nc(=S)[nH]c3ccccc23)cc1)Cc1ccccc1	0.3	10	13	0.5
Cc1c(C(=O)O)ccc2c1N[C@@H](c1cccc(C(F)(F)F)c1)[C@H]1CC=C[C@@H]21	0.1	0	41	0.0
CCc1cccc(C)c1NC(=O)C1CCCN(c2nc(C)cc(C)n2)C1 (centres undefined)	-1.6	1	2	0.7
COc1ccc(C2=NS(=O)(=O)N(C)C(C(=O)N(C)Cc3ccccc3)=C2)cc1OC	-2.3	0	10	0.1
O=C1OC(c2cc(I)ccc2Cl)=N/C1=C/c1ccc(-c2cccc(C(F)(F)F)c2)o1	3.2	1	-1	0.1
COc1ccc(/C(O)=C2\C(=N)N(c3ccccc3Cl)C3=C(C(=O)CCC3)C2c2cc(OC)c(OC)c(OC)c2)cc1 (centres undefined)	0.7	-2	-15	0.1
CC(=O)NNC(=O)C(O)(c1cccc(C)c1)c1cccc(C)c1	0.2	6	7	0.4
Cc1ccc(-c2cc(C(F)(F)F)n3nc(C(=O)Nc4c(Cl)cccc4Cl)cc3n2)cc1	-0.8	-2	-1	0.1
CCOc1ccc2c(c1)sc(=NC(=O)c1ccc(S(=O)(=O)N(CCOC)CCOC)cc1)n2C	0.4	2	6	0.0
CN(C)c1ccc(NC(=O)c2ccc([N+](=O)[O-])cc2Cl)cc1	-1.0	-53	6	0.0
C=CCNc1ncc(-c2ccc(F)cc2)cn1	-2.8	-52	-4	0.0
O=C(CSc1nncc2ccccc12)NCc1ccco1	-0.3	8	2	-0.1
COc1cc([N+](=O)[O-])ccc1N=Cc1nc(-c2ccccc2F)oc1O	-1.7	8	0	1.1
COC(=O)COc1cccc(NC(=O)Cc2ccccc2)c1	0.0	-1	2	0.0
N[C@](CC1c2ccccc2Oc2ccccc21)(C(=O)O)[C@H]1C[C@@H]1C(=O)O	2.4	.	0	0.1
Cc1cc(C)nc(N/N=C/C(Br)=C/c2ccccc2)n1	0.1	-35	6	0.1
CC1CC(C)(C)NC(=S)N1CCC(=O)N1CCN(c2ccccc2)CC1 (centres undefined)	0.8	10	-6	-0.1
O=C(NCc1ccccn1)N1c2ccccc2Sc2ccccc21	0.3	-2	21	-0.1

Next part; it opens with the three that closed the last part.
SMILES	GPR151 activ	TEAD-YAP block	MITF primary	FBW7 activator
Cc1cc(C)nc(N/N=C/C(Br)=C/c2ccccc2)n1	0.1	-35	6	0.1
CC1CC(C)(C)NC(=S)N1CCC(=O)N1CCN(c2ccccc2)CC1 (centres undefined)	0.8	10	-6	-0.1
O=C(NCc1ccccn1)N1c2ccccc2Sc2ccccc21	0.3	-2	21	-0.1
COc1ccccc1NC(=O)CSc1nc2cc(OC)c(OC)cc2cc1C#N	0.9	-17	7	0.2
COc1ccc(-n2nc3cc(C)c(NC(=O)c4cc([N+](=O)[O-])ccc4Br)cc3n2)cc1	-0.6	-2	-7	0.0
FC(F)(F)c1cc(-c2cnc3c(NCc4ccco4)nccn23)cc(C(F)(F)F)c1	0.9	-5	6	0.3
Cc1ccc(C(=O)O)cc1NC(=O)c1cc2cc(Cl)ccc2oc1=O	-0.1	-1	0	0.3
COc1cc(/C=C(\C#N)C(=O)Nc2ccc(Cl)cc2[N+](=O)[O-])ccc1OC(C)=O	-0.4	9	12	0.8
CCOC(=O)c1sc2cc([N+](=O)[O-])cc(OCC(F)(F)F)c2c1N	-0.8	-1	-10	0.1
CCSc1nnc(NC(=O)NC2CCCCC2)s1	0.3	-32	6	0.0
COc1ccc(NC(=S)NC(C)(C)C)cc1	0.6	-9	0	0.0
Fc1ccccc1NC(=S)NCC1CCCO1 (centres undefined)	1.0	7	-13	-0.1
COc1cc(C)c(S(N)(=O)=O)c(S(N)(=O)=O)c1	-1.2	6	-5	0.0
O=C(Nc1ccc(F)c(F)c1)c1ccc(N2CC3CC(C2)c2cccc(=O)n2C3)c(NC(=O)c2cc3ccccc3oc2=O)c1 (centres undefined)	-1.1	-8	-1	0.0
COc1ccc(N2CCN(S(=O)(=O)c3cc(Br)cc4c3N(C(C)=O)CC4)CC2)cc1	1.9	-1	10	0.0

High-throughput results: PubChem BioAssay, The Scripps Research Institute Molecular Screening Center
